CCR6 antagonist: antagonists of human CCR6 receptor. inhibition, % at 20 µM. 340,000 compounds, 0.49% hits. P51684. CHO-K1 CCR6 PathHunter beta-arrestin, luminescence, CCL20-stimulated;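 active = compounds whose inhibition of the agonist-driven luminescence signal at 20 µM reaches about 50%, limit read from the data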;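 note: cells stimulated with CCL20 at 14 nM final; plate controls were DMSO with CCL20 for no effect and DMSO without agonist for full effect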
Target sequence (P51684 whole entry, looked up): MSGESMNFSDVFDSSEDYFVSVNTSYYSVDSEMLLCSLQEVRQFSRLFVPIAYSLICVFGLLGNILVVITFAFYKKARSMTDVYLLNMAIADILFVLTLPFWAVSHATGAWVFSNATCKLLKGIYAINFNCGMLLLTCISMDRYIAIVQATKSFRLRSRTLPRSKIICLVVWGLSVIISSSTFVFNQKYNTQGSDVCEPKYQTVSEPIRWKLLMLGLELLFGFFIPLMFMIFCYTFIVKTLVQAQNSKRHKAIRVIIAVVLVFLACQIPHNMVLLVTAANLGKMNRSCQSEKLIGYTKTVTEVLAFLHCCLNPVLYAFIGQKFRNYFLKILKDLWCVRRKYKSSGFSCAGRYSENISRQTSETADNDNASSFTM
UPR CHOP act: activators of apoptotic arm of unfolded protein response (CHOP) | CHO-CHOP luciferase reporter, UPR activation, luminescence; percent of tunicamycin response over DMSO baseline | activation, % at 10 µM | 330,000 compounds, 0.34% hits;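 active = at 10 µM dose, activation of 40% or more, normalized to positive control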;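 note: 100% = tunicamycin at 10 µg/mL and 0% = DMSO alone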
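Evaluation: % reporter activation, DMSO baseline versus tunicamycin full activation; System: CHO-CHOP luciferase reporter cell line; Input: 500 cells/well; Incubation: 6 h compound treatment, 37 °C; Measured by: Steady-Glo luciferase luminescence; Dosing: one dose, 10 µM in 0.5% DMSO; Buffer or medium: F12 medium, 10% FBS; Benchmarks: positive tunicamycin 10 µg/mL, negative DMSO alone.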
Mdm2 MdmX PPI: human Mdm2/MdmX binding inhibition; O15151+Q00987; SaOS-2 split-luciferase Mdm2/MdmX complementation, luminescence; inhibition, % at 8 µM; 330,000 compounds, 3% hits; AID 485346;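 active = inhibition of at least 50% at 8 µM in the primary screen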
EBI2 antag: antagonists of human EBI2 receptor. P32249. EBI2 beta-arrestin recruitment, luminescence, 7a,25-OHC stimulated. inhibition, % at 5 µM. 360,000 compounds, 0.81% hits; in the data active = inhibition above about 38%;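 note: enzyme fragment complementation signal reports receptor beta-arrestin coupling in cells; 0% = agonist plus DMSO wells and 100% = wells without agonist; some results beyond the cut were filed as inactive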
Target sequence (P32249 whole entry, looked up, the tested form may be a part): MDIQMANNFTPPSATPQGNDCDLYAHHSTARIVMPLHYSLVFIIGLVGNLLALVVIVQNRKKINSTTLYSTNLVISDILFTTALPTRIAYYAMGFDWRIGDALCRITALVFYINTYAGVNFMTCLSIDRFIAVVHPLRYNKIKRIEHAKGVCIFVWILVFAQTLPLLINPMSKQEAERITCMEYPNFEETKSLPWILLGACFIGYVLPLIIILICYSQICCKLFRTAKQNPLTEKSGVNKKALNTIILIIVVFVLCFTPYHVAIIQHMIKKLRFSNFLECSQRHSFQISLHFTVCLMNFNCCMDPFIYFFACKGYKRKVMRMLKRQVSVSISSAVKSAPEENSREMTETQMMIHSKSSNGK
Jurkat NFkB inh: lowers PMA/ionomycin-induced NF-kB signal in Jurkat cells | PMA/ionomycin-induced NF-kB luciferase reporter, luminescence | inhibition, % at 4 µM | 330,000 compounds, 0.53% hits | AID 435003; in the data active = inhibition above about 50%
UPR XBP1 act: adaptive UPR (XBP1) activation; CHO-XBP1 luciferase reporter, IRE1-XBP1 UPR activation, luminescence; percent of tunicamycin response, DMSO as zero; activation, % at 20 µM; 330,000 compounds, 0.33% hits; AID 463104;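 active = versus positive control, 20 µM dose yields 30% or more activation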;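 note: 100% = tunicamycin at 10 µg/mL and 0% = DMSO only wells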
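Test system: CHO-XBP1 luciferase reporter cells | Buffer or medium: Serum-containing F12 medium, 10% FBS | Schedule: 6 h compound exposure at 37 °C, 5% CO2 | Detection: Steady-Glo luciferase glow luminescence, 10 min after reagent addition | Read-out basis: Activation, % of tunicamycin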
Gli-Sufu block: antagonists of Gli-Sufu signaling; Sufu-KO-LIGHT fibroblasts, Gli luciferase reporter luminescence; inhibition, % at 5 µM; 340,000 compounds, 0.74% hits;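 active = inhibition above about 55%, limit read from the data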;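 note: 0% = DMSO-treated cells and 100% = wells with medium but no cells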
697 NFkB inh: inhibitors of the PMA/ionomycin-induced NF-kB reporter in 697 B cells; 330,000 compounds, 0.33% hits; 697 B-cell NF-kB luciferase reporter, 16 h; inhibition, % at 4 µM; in the data active = inhibition above about 35%
CXCR6 inh: CXCR6 (human) receptor inhibition; O00574; CHO-K1 PathHunter CXCR6 beta-arrestin, luminescence; inhibition, % at 20 µM; 360,000 compounds, 0.36% hits; AID 602244; in the data active = inhibition above about 34%, passing the limit was not always enough;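 note: antagonist mode with CXCL16 agonist at 10 nM final; 0% = 10 nM CXCL16 with DMSO and 100% = unstimulated wells without agonist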
Target sequence (O00574 whole entry, looked up): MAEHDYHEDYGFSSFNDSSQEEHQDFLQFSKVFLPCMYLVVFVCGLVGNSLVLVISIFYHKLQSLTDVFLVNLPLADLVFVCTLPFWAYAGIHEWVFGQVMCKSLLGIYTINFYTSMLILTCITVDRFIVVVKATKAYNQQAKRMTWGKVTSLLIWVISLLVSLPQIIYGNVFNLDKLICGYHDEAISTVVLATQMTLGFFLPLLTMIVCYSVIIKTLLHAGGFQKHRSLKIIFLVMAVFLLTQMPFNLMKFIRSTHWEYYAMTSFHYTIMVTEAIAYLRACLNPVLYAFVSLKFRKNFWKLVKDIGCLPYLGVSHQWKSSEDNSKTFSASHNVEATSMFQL
An asterisk follows results filed as active; . = not tested or not shown. No enrichment for hits; overall some 5% were active at least once.

Sequence of screens: CCR6 antagonist	UPR CHOP act	Mdm2 MdmX PPI	EBI2 antag	Jurkat NFkB inh	UPR XBP1 act	Gli-Sufu block	697 NFkB inh	CXCR6 inh
Cc1ccc(C2C(C#N)=C(N)Oc3cc(C)oc(=O)c32)o1 (stereo unspecified)
→ -2	1.0	9	-15	13	-2	5	-2	-2
Cc1ccc(OCC(=O)O/N=C(\N)c2cccnc2)cc1
→ 13	0.7	-4	7	-22	1	-31	-19	-4
Clc1ccc(-c2nc3ccncc3[nH]2)cc1
→ -6	6.2	-54	-1	-30	3	-54	-29	-10
Cc1ccc(-c2cc(-c3ccc(F)cc3)n[nH]2)c(O)c1
→ -3	6.6	-224	15	-165	-2	-70	-270	-5
CC(C)[C@H](NC(=O)Nc1ccc2c(c1)OCCO2)C(=O)O
→ -11	-0.7	2	-4	-1	-3	-5	4	-1
O=C(Cc1ccc(O)cc1)N/N=C/c1cccnc1
→ 7	0.4	9	0	-7	-2	4	12	-2
COCC(C)n1c(SCC(=O)NCCC2=CCCCC2)nc2ccccc2c1=O (stereo unspecified)
→ 1	-1.1	-3	10	3	2	1	-6	4
COC(=O)CC1=Nc2ccccc2NC(=O)C1
→ 9	-0.2	-16	-2	5	0	-2	-4	-6
Cc1cc(=O)[nH]c(=O)n1Cc1ccccc1
→ 11	-1.7	4	0	2	-2	-4	-4	12
COc1ccc(-c2csc(NC(=O)Cc3cc(OC)c(OC)c(OC)c3)n2)cc1OC
→ 1	0.1	26	10	0	4	20	-7	0
NCC(O)CN(c1ccccc1)c1ccccc1 (stereo unspecified)
→ 7	2.8	14	-9	19	-1	-8	2	1
COc1cc(OC)cc(C(=O)NNC(=O)c2cc3c(s2)CCCC3)c1
→ 22	-1.0	33	0	0	4	0	-5	5
Cc1nc2ccc(S(=O)(=O)NCC(=O)Nc3cccc(F)c3)cc2s1
→ -2	-1.5	19	-3	8	-5	-1	-3	1
O=C(NCC1CCCO1)C1CCC(N2C(=O)c3ccccc3C2=O)CC1 (stereo unspecified)
→ 11	1.1	11	-7	-19	0	-1	5	-5
COc1ccc(CN(C)C(=O)Cn2cnc3c(SC)nc(N)nc32)cc1OC
→ -8	0.7	26	-14	16	-1	9	-5	-3
CCCCCCCCC(=O)NCCOc1ccc(OC)cc1
→ 14	0.1	20	17	10	1	-3	1	-2
O=C(COc1ccc(S(=O)(=O)NC2CCCCC2)cc1Cl)NCc1ccc2c(c1)OCO2
→ -6	1.5	-1	11	15	-3	7	2	-2
CCN(CC)C(=O)CSc1nnc(CNc2ccc(F)cc2)n1-c1ccccc1
→ -1	1.1	2	1	4	-1	11	-16	-9
CCOC1(NC(=O)c2ccccc2)C(C)=CC(=O)C=C1C
→ 15	0.0	2	4	4	0	-2	-12	15
CCCc1cc(=O)[nH]c(SCC(=O)N(C)C2CCS(=O)(=O)C2)n1 (stereo unspecified)
→ -15	-0.8	12	-9	3	6	6	22	-4
CNc1ccccc1C(=O)OC(C)C(=O)Nc1ccc(S(=O)(=O)N2CCCC2)cc1 (stereo unspecified)
→ 7	2.1	27	-4	6	-3	-7	13	6
CN1CCN(S(=O)(=O)c2cccc(C(=O)Nc3sccc3C#N)c2)CC1
→ -1	0.8	9	-5	0	-1	1	9	2
COc1ccc(Cn2c(C)c(C)c(C#N)c2NC(=O)Nc2ccc(F)cc2)cc1
→ -1	0.5	13	-7	5	0	-10	24	-3
CCOC(=O)CN1C(=O)COc2ccc(Cl)cc21
→ -16	-1.7	-1	-9	3	-3	-6	10	-2
CCCSc1nsc(SCCC)c1C#N
→ 13	8.1	-7	9	-13	6	-26	2	2
CCN(CC)c1ccc(/C=N/NC(=O)c2nnn(-c3nonc3N)c2C(C)C)c(O)c1
→ 21	-0.9	72*	12	63*	10	92*	-6	12
CSc1nnc(-c2sccc2-n2cccc2)o1
→ -1	-0.4	-1	1	-1	2	-1	4	-2
Cc1occc1C(=O)N=Nc1c(O)n(C)c2ccccc12
→ 21	1.5	-113	8	-103	-2	-62	-130	0
COc1cc2c(cc1NC(=O)COC(=O)/C=C/c1ccccc1)oc1ccccc12
→ -7	9.9	52*	3	-78	6	-25	-82	5
CCN(CC)CCCn1c2c(c(SCC(=O)Nc3ccc4c(c3)OCCO4)nc1=O)CCC2
→ 6	0.3	37	-10	10	-2	16	-9	1
O=C(CNC(=O)c1ccc(Cl)cc1Cl)OCc1nnc(-c2ccccc2)o1
→ 0	-0.5	15	-4	8	-4	-2	-3	6
Cc1ccc(/C([O-])=C(/C(=S)NCc2ccco2)[n+]2ccccc2)cc1
→ .	2.3	9	.	-10	1	.	-6	.
Cc1ccccc1C1c2[nH]c3ccccc3c2CCN1Cc1cccn1-c1ncccn1 (stereo unspecified)
→ 12	1.8	26	-3	5	5	-19	2	2
O=C(NCC1CCCO1)c1ccc(Cl)c(S(=O)(=O)Nc2ccccc2)c1 (stereo unspecified)
→ 0	1.9	2	3	-9	-4	-15	9	3
COc1ccccc1N1N=C(C(=O)c2ccccc2)C2C(=O)N(c3ccc(Br)cc3)C(=O)C21 (stereo unspecified)
→ 22	-1.3	-14	0	-5	-1	5	-16	5
Cc1nn(C2CCS(=O)(=O)C2)c(C)c1CN(C)C(=O)c1ccc(Cl)cc1 (stereo unspecified)
→ 6	-1.5	7	-1	-6	-1	-12	-3	-8
Cc1ccc(OCCCCCCN2CCNCC2)cc1
→ 14	1.6	-59	2	-59	2	6	-46	-10
O=C1NC(c2ccccc2)Nc2c1sc(=S)n2-c1ccccc1 (stereo unspecified)
→ 4	-0.7	-25	-13	4	-4	1	-2	-1
Cc1ccc(-n2[nH]c(C)c(C=Nc3ccc(S(=O)(=O)Nc4nccs4)cc3)c2=O)cc1C
→ 20	2.9	7	4	-10	-1	-7	15	13
COc1cc2cc(C(=O)N[C@@H](Cc3ccccc3)C(=O)O)n(C)c2c(OC)c1OC
→ 1	-0.4	-17	-4	8	-2	16	5	-5

Full records, quoted from the list. Order of values: CCR6 antagonist	UPR CHOP act	Mdm2 MdmX PPI	EBI2 antag	Jurkat NFkB inh	UPR XBP1 act	Gli-Sufu block	697 NFkB inh	CXCR6 inh
Listed for `Cc1ccc(/C([O-])=C(/C(=S)NCc2ccco2)[n+]2ccccc2)cc1` : .	2.3	9	.	-10	1	.	-6	.
Listed for `O=C(NCC1CCCO1)c1ccc(Cl)c(S(=O)(=O)Nc2ccccc2)c1` (stereo unspecified) : 0	1.9	2	3	-9	-4	-15	9	3
Listed for `Cc1nn(C2CCS(=O)(=O)C2)c(C)c1CN(C)C(=O)c1ccc(Cl)cc1` (stereo unspecified) : 6	-1.5	7	-1	-6	-1	-12	-3	-8

Next structures follow.
Sequence of screens: CCR6 antagonist	UPR CHOP act	Mdm2 MdmX PPI	EBI2 antag	Jurkat NFkB inh	UPR XBP1 act	Gli-Sufu block	697 NFkB inh	CXCR6 inh
O=S(=O)(Nc1cc(S(=O)(=O)N2CCOCC2)ccc1N1CCCC1)c1cccs1
→ 10	-0.8	-4	3	3	-3	6	10	-4
CCCCCCCCNS(=O)(=O)CCNCc1ccc(OC)cc1
→ 11	.	.	-4	.	.	-2	.	-6
COc1cc(OC)cc(C(=O)NC(C(=O)Nc2ccc(N3CCOCC3)cc2)C(C)C)c1 (stereo unspecified)
→ 5	1.6	18	3	-6	-4	2	24	-4
O=C(COC(=O)CNS(=O)(=O)/C=C/c1ccccc1)Nc1cc(S(=O)(=O)N2CCCCC2)ccc1Cl
→ -16	2.3	4	-14	0	-2	-5	-3	-11
COc1ccc(NC(=O)CSc2nnc(C3CC3)n2-c2ccccc2)cc1
→ 4	1.3	-22	-2	5	-2	-5	13	-3
O=C1/C(=C/c2ccncc2)N=C2CCCCCN12
→ 1	-0.4	-26	-1	-5	-2	-2	1	2
O=C(c1ccccc1-c1nc(-c2ccccc2)no1)N1CCOCC1
→ -16	-0.1	-1	1	5	2	4	13	7
O=C(O)c1ccc(Cn2cnc3scc(-c4ccccc4)c3c2=O)cc1
→ 21	-0.7	7	-1	14	0	5	5	8
COc1cccc(-n2c(COc3ccc(C)cc3)nnc2SCC(=O)O)c1
→ 6	-0.3	18	1	-9	0	3	7	4
N#CCOc1ccccc1/C=C/c1nc2ccccc2c(=O)[nH]1
→ 15	5.0	-20	-5	-10	-3	.	18	9
CC(=O)c1ccc(N2Cc3ccccc3/C2=N\C(=O)Nc2ccc(Cl)cc2)cc1
→ 9	0.5	23	14	-45	3	6	-27	-1
Cn1nccc1C(=O)Nc1sc2c(c1C(N)=O)CCCC2
→ 13	1.8	18	-6	-12	5	-26	-15	0
CC(C)OC(=O)Cc1nc2sc(-c3ccccc3)cc2c(=O)[nH]1
→ -3	1.8	-15	22	-17	4	-29	-61	6
Cc1oc(-c2cccc(Cl)c2)nc1CN1CCC(C(=O)N2CCN(c3ccccc3F)CC2)CC1
→ 10	-0.1	47	3	0	0	84*	-7	-2
CCC(C)NC(=O)Cn1cnc2sc(C)cc2c1=O (stereo unspecified)
→ 10	-1.9	24	-5	-1	-5	-11	3	5
Cc1nn(Cc2ccc(F)cc2)c(C)c1NC(=O)c1noc2c1CCc1ccccc1-2
→ -6	1.9	32	5	-2	-7	6	-2	-16
N#Cc1cc2ccc(N3CCOCC3)cc2cc1C#N
→ -11	4.8	36	-2	20	4	29	-5	3
COc1ccc(C2SCC(=O)N2c2ccc(C)cc2)cc1 (stereo unspecified)
→ 18	0.1	-1	4	-11	-6	-3	-8	11
CC(C)Sc1nnc([C@H](Cc2c[nH]c3ccccc23)NC(=O)OC(C)(C)C)o1
→ 3	0.2	-13	4	13	3	1	17	4
CCOCCCNc1nc2c(c(=O)[nH]c(=O)n2C)n1CCCc1ccccc1
→ -2	-1.1	12	7	3	0	3	-14	-12
CC(C)Oc1cc2oc(=O)c3c(c2cc1Cl)CCC3
→ 15	-1.1	-47	-1	-15	-1	15	-16	-4
COc1ccccc1CNC(=O)/C=C/c1cc2c(cc1Br)OCO2
→ -4	-1.3	1	11	-20	0	13	-17	11
O=C(CCNS(=O)(=O)c1ccc(Br)cc1)NCc1ccco1
→ 10	-0.9	16	6	2	-2	-5	1	-8
COc1nc(OC)nc(N2CCC(C(=O)Nc3cccc4c3CCCC4)CC2)n1
→ -14	-1.5	-13	-12	7	-1	1	2	-1
Cc1ccc(Sc2ccc(N)cn2)cc1
→ 4	-0.2	-6	-5	-8	2	-3	-10	-7
CCOc1cc(C2C(C(=O)OC)=C(C)N=C3SC(C)C(=O)N32)ccc1OC(C)=O (stereo unspecified)
→ -4	1.5	3	0	15	-2	-103	-4	15
CC(=O)N1CCc2cc(Br)cc(S(=O)(=O)N3CCCCCC3)c21
→ 16	-0.9	-14	-2	-11	-2	-2	2	-8
COc1nc(N)nc(CC(=O)C2CC2)n1
→ -18	-1.8	-2	1	9	-1	-9	14	-2
O=C(NCc1ccc(Cl)cc1)C(=O)c1c[nH]c2ccccc12
→ 12	3.0	10	28	5	-1	41	2	1
CCC(C(=O)NCC1CCCO1)N(Cc1ccccc1)C(=O)CNS(=O)(=O)c1ccccc1 (stereo unspecified)
→ 9	0.8	25	-9	-24	-2	3	-3	1
COC(=O)C1=CN(Cc2ccc(OC)cc2)C=C(C(=O)OC)C1c1ccc(O)c(OC)c1
→ 6	1.3	-3	4	2	-4	-8	-7	-3

Screening results: PubChem, Sanford-Burnham Center for Chemical Genomics
